WRN helicase inh: qHTS for Inhibitors of WRN Helicase | Bifunctional 3'-5' exonuclease/ATP-dependent helicase WRN (Homo sapiens), Q14191 | WRN helicase unwinding, fluorescent forked duplex, kinetic | 0.46% of 360,000 active | AID 651768, 2012 | Potency, µM (top dose mostly 114 µM), without a hit: top-dose activity change, negative = inhibition, hits mostly inhibitors; also: potency is read from the fitted curve at half-maximal effect; % is scaled to controls: 0 for no effect and ±100 for the full control effect; nearly all actives have a fitted effect of over 55% in size
Target sequence (Q14191 whole entry, looked up): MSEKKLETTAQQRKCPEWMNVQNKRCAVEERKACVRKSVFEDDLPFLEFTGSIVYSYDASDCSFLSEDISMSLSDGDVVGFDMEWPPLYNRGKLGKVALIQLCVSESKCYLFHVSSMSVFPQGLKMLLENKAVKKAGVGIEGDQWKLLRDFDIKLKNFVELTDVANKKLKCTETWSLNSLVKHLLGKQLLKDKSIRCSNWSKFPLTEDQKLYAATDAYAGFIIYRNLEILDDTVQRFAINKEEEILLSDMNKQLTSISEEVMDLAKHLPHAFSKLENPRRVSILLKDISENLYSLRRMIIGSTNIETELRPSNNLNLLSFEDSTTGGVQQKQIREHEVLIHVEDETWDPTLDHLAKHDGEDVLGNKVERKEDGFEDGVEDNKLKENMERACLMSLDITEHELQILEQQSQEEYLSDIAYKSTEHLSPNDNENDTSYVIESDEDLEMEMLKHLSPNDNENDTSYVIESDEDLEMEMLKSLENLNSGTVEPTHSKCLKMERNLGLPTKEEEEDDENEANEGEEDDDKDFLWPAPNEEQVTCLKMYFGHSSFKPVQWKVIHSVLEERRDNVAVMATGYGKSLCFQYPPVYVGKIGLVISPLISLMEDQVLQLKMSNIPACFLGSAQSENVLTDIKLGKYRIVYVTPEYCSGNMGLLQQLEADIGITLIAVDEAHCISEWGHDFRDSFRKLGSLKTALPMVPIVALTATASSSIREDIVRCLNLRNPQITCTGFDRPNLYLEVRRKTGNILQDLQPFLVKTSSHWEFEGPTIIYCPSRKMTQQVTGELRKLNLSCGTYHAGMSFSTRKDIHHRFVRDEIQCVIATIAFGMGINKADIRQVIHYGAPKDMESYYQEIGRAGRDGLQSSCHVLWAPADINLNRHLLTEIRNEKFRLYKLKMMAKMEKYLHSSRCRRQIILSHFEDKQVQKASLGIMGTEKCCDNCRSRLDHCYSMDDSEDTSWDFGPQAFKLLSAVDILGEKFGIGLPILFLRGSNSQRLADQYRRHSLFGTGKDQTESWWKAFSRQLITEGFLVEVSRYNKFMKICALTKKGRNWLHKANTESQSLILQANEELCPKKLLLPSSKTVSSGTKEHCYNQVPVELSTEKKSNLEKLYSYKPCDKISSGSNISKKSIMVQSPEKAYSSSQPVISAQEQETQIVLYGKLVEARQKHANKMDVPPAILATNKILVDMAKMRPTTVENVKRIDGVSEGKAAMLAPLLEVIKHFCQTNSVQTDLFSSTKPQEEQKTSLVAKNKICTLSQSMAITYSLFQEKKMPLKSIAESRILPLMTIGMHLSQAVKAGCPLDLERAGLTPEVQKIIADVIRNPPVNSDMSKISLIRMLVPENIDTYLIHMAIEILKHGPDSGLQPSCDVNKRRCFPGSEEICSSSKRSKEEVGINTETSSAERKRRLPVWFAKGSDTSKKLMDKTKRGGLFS
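WRN at 20 nM final was preincubated with compound for 15 min at room temperature; reaction started with 100 nM forked duplex oligonucleotide carrying fluorophore and quencher plus 2 mM ATP (final). Unwinding followed kinetically by red fluorescence (ex 525/em 598 nm).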
PLK1 PBD inh: qHTS for Inhibitors of PLK1-PDB (polo-like kinase 1 - polo-box domain): Primary Screen; Plk1 PBD binding of FITC phosphopeptide, fluorescence polarization; 2.8% of 360,000 active; AID 720504, 2013; Serine/threonine-protein kinase PLK1 (Homo sapiens), P53350; Potency, µM, for inactives: max response, negative = inhibition, actives largely listed as inhibitors; also: potency is read from the fitted curve at half-maximal effect; series mostly up to about 57 µM; % is scaled to controls: 0 for no effect and ±100 for the full control effect; nearly all actives have a fitted effect of over 65% in size
GLP1R inv ag: qHTS of GLP-1 Receptor Inverse Agonists (Inhibition Mode); 1.6% of 410,000 active; Potency, µM (series often up to 38.3 µM), inactives show top-dose activity change, negative = inhibition, most hits filed as inhibitors; Glucagon-like peptide 1 receptor (Homo sapiens), P43220; AID 624417, 2012; HEK293 GLP-1R CRE-luciferase, luminescence, 24 h; GLP-1R form is constitutively active; also: potency is read from the fitted curve at half-maximal effect; % is scaled to controls: 0 for no effect and ±100 for the full control effect; nearly all actives have a fitted effect of over 55% in size
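Using stably transfected HEK293 (constitutively active GLP-1R, cAMP-luciferase reporter), compounds were incubated 24 hr and luciferase measured by luminescence.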
PI5P4Ka inh: qHTS for Inhibitors of phosphatidylinositol 5-phosphate 4-kinase (PI5P4K); AID 652105, 2013; 1.2% of 330,000 active; max response, %; PI5P4Kalpha enzyme, ADP-Glo luminescence, 60 min; active compounds read low; Phosphatidylinositol 5-phosphate 4-kinase type-2 alpha (Homo sapiens), P48426; active = max response of -50% or lower; inconclusive = between -30% and -50%; inactive = -30% or higher; also: value at the top dose of about 77 µM; % is scaled to controls: 0 for no effect and ±100 for the full control effect
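Controls without substrate or without enzyme flank wells where PI5P4Kalpha converts substrate using 5 microM ATP (final). Incubation lasts 60 minutes at room temperature; ADP formed is read by ADP-Glo luminescence.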
D3 antag: qHTS of D3 Dopamine Receptor Antagonist: qHTS. max response, negative = inhibition, %. D(3) dopamine receptor (Homo sapiens), P35462. D3R cells, DiscoveRx beta-arrestin luminescence, antagonist mode; active compounds read low. AID 652054, 2013. 2.5% of 360,000 active; in the data active = max response below about -50%; inconclusive = no clear call, values can overlap the other calls; also: % is scaled to controls: 0 for no effect and ±100 for the full control effect; mostly tested at two doses, the higher about 12 µM
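Cells expressing the human receptor were seeded at 1500 cells/well, incubated overnight at 37 degrees C in 5% CO2, then exposed to library compounds with dopamine controls for 90 minutes at 37 degrees C before luminescent detection.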
GLP1R cytotox: qHTS of GLP-1 Receptor Inverse Agonists: Cytotox Screen; Potency, µM (doses to about 38.3 µM), without a hit: at the highest dose activity change, negative = inhibition, hits mostly inhibitors; HEK293 cAMP-luciferase reporter cells, luminescence, 24 h; AID 624418, 2012; 0.13% of 410,000 active;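 also: loss of luciferase light is scored as toxicity; potency is read from the fitted curve at half-maximal effect; % is scaled to controls: 0 for no effect and ±100 for the full control effect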
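Here, cytotoxicity is scored as loss of luminescence. The MLSMR collection was tested on cells seeded in medium containing 10% Nu serum, with a 24 hr compound exposure preceded by 12 hours of culture.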
D3 ag: qHTS of D3 Dopamine Receptor Agonist: qHTS; max activation, %; 0.58% of 410,000 active; AID 652048, 2013; D3R DiscoveRx beta-arrestin cells, luminescence, 90 min; D(3) dopamine receptor (Homo sapiens), P35462; in the data active = max activation above about 30%; also: 0% is about no effect; mostly tested at two doses, the higher about 12 µM
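Agonist-mode cell screen: cells plated at 1500/well and incubated overnight at 37 °C, then exposed to library compounds for 90 min at 37 °C. Detection reagent was added for 30–60 min at room temperature, and luminescence was read.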
IL-2 act: qHTS of IL-2 Activators; 0.065% of 360,000 active; activation, % (series mostly up to about 46 µM); IL-2 activation reporter assay, cell-based qHTS; stimulated with anti-CD3/CD4/CD28 beads; in transgenic mouse T cells; AID 652025, 2013; in the data active = activation above about 50%; inconclusive = mostly about 30% to 49%; also: 0% is about no effect
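Unstimulated transgenic mouse T cells preincubated 60 min with compound, then stimulated with anti-CD3/anti-CD4-coated beads plus anti-CD28 for 18 h at 37 degrees C. IL-2 response read as EGFP and DsRed fluorescence by plate cytometry.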
GLP1R ag: qHTS of GLP-1 Receptor Agonists. Glucagon-like peptide 1 receptor (Homo sapiens), P43220. HEK293 GLP-1R CRE-luciferase, luminescence, 4-6 h; cells express a hypersensitive GLP-1R form. Potency, µM (titrated, usually from 45.6 µM), for inactives: top-dose activation, most hits filed as activators. 0.007% of 380,000 active. AID 624172, 2012; also: potency is read from the fitted curve at half-maximal effect; % of control where 0% means no effect
Starred values were filed as active, the others as inactive; ? = inconclusive; . = not tested or not shown; [ ] = remark or other dose. Unless noted, calls follow the shape of the dose curve; as a rule, active = well fitted curve in the direction sought with a large enough effect; inconclusive = small, poorly fitted or top-dose-only effect, or another doubt; inactive = no such curve, though single readings can be large; an effect the other way counts as inactive or inconclusive.

entry	Molecule	WRN helicase inh	PLK1 PBD inh	GLP1R inv ag	PI5P4Ka inh	D3 antag
1	COc1cc(C2C3=C(CCCC3=O)Nc3[nH]n(-c4ccccc4)c(=O)c32)ccc1OC(C)=O (stereo not given)	-2%	-13%	12%	3	-2
2	COc1ccccc1C(=O)Nc1ccc(S(=O)(=O)N2CCCC2)cc1	-14%	2%	5%	.	-16
3	CC1(C)CC2CC(C)(CN2C(=O)c2cc(-c3ccccc3)on2)C1 (stereo not given)	-3%	-2%	2.8µM*	8	-8
4	CCCCC(=O)N(C)c1c(C)nc2ccc(C(=O)NCCOc3ccc(OC)cc3)cn12	8%[57.1 µM]	-14%	9%	2	-24
5	O=C(NCCn1cc(SCc2ccccc2F)c2ccccc21)c1c(F)cccc1F	-6%	-6%	?	16	20
6	O=C(OCc1ccccc1)N1CCC2CC1c1cc(N3CCCCC3)ccc12 (stereo not given)	-3%	-11%	?	10	5
7	O=C(CCN1C(=O)c2ccccc2C1=O)NCCN1CCOCC1	10%	-3%	1%	.	12
8	CCn1cc(CN(C)C(=O)/C=C/c2ccc([N+](=O)[O-])cc2)c(C)n1	9%	-17%	2%	-1	11

entry	GLP1R cytotox	D3 ag	IL-2 act	GLP1R ag
1	43%[activator]	-1	0.0	3%
2	-6%	-9	-2.0	8%
3	-3%	5	-0.3	12%
4	-2%	-9	-0.6	2%
5	-4%	6	-3.4	8%
6	-2%	2	-0.7	15%
7	5%	0	-0.1	-9%
8	16%	-5	-3.1	4%

(cont.)
entry	Molecule	WRN helicase inh	PLK1 PBD inh	GLP1R inv ag	PI5P4Ka inh	D3 antag
9	COCC(=O)NC1CCN(CC(=O)Nc2ccccc2[N+](=O)[O-])CC1	-32%[57.1 µM]	-15%	6%	-6	-2
10	CCCCc1cc(C(=O)Cc2ccccn2)c(O)cc1O	0%	-11%	?	4	-10
11	ClN=C1C=CC=CC1=NCl	?	11µM*	0%	-77*	-22
12	C=CC[C@@H](CC(=O)NCCO)C(=O)N[C@H](COC(=O)[C@@H](CC=C)Cc1ccc(F)cc1)Cc1c[nH]c2ccccc12	-2%	-5%	?	5	-14
13	CCOc1ccc(C(=O)Nc2c(C)nc(Nc3ccccc3)nc2Nc2ccccc2)cc1OCC	.	.	10µM*	.	.
14	COc1ccc(C2C(C(=O)O)CC(=O)N2C2CCCCC2)cc1 (stereo not given)	17%	-2%	9%	.	-27
15	Cn1cnc2ncnc(Oc3ccc(Br)cc3)c21	0%	1%	11%	-3	-7
16	CCOC(=O)N1CCC(N2Cc3cccc(C(=O)NCc4ccc(C)cc4)c3C2=O)CC1	-2%	-8%	20%	1	9

entry	GLP1R cytotox	D3 ag	IL-2 act	GLP1R ag
9	-8%	2	-1.8	7%
10	1%	-7	0.5	-3%
11	-10%	0	-0.3	-6%
12	0%	5	0.2	-4%
13	-14%	1	.	-1%
14	-6%	-16	0.2	-12%
15	-4%	5	-0.4	9%
16	-17%	3	-2.1	4%

8 compounds out of the list, sorted by count of non-hydrogen atoms, largest number first.
entry	Molecule	WRN helicase inh	PLK1 PBD inh	GLP1R inv ag	PI5P4Ka inh	D3 antag
12	C=CC[C@@H](CC(=O)NCCO)C(=O)N[C@H](COC(=O)[C@@H](CC=C)Cc1ccc(F)cc1)Cc1c[nH]c2ccccc12	-2%	-5%	?	5	-14
13	CCOc1ccc(C(=O)Nc2c(C)nc(Nc3ccccc3)nc2Nc2ccccc2)cc1OCC	.	.	10µM*	.	.
6	O=C(OCc1ccccc1)N1CCC2CC1c1cc(N3CCCCC3)ccc12 (stereo not given)	-3%	-11%	?	10	5
9	COCC(=O)NC1CCN(CC(=O)Nc2ccccc2[N+](=O)[O-])CC1	-32%[57.1 µM]	-15%	6%	-6	-2
8	CCn1cc(CN(C)C(=O)/C=C/c2ccc([N+](=O)[O-])cc2)c(C)n1	9%	-17%	2%	-1	11
14	COc1ccc(C2C(C(=O)O)CC(=O)N2C2CCCCC2)cc1 (stereo not given)	17%	-2%	9%	.	-27
15	Cn1cnc2ncnc(Oc3ccc(Br)cc3)c21	0%	1%	11%	-3	-7
11	ClN=C1C=CC=CC1=NCl	?	11µM*	0%	-77*	-22

entry	GLP1R cytotox	D3 ag	IL-2 act	GLP1R ag
12	0%	5	0.2	-4%
13	-14%	1	.	-1%
6	-2%	2	-0.7	15%
9	-8%	2	-1.8	7%
8	16%	-5	-3.1	4%
14	-6%	-16	0.2	-12%
15	-4%	5	-0.4	9%
11	-10%	0	-0.3	-6%

(next part)
entry	Molecule	WRN helicase inh	PLK1 PBD inh	GLP1R inv ag	PI5P4Ka inh	D3 antag
17	COC(=O)c1ccc2nc(NC(=O)C(C)(C)C)sc2c1	-6%	-3%	?	8	17
18	CCC(=O)N(Cc1cc2cc(C)c(C)cc2[nH]c1=O)C1CCCCC1	12%	2%	10µM*	0	-14
19	Cc1ccc(S(=O)(=O)N2CCOCC2)cc1NC(=O)COc1cccc(-n2cnnn2)c1	-2%	3%	-8%	-2	14
20	CCCOc1ccc2c(c1)C(=NN=C(N)N)c1cc(OCCC)ccc1-2	-7%[57.1 µM]	-13%	1.8µM*	-21	-18
21	C/C(=N\NC(=O)c1ccccc1O)c1cccs1	-12%	?	?	-2	7
22	CC(C)N1C(=O)CCC1C(=O)NCc1ccco1 (stereo not given)	1%	0%	18%	-4	5
23	COC(=O)C1CSC(c2ccc(Cl)cc2)N1C(=O)c1ccccc1 (stereo not given)	5%	3%	?	-4	5
24	CC(C)CC(=O)NCCNC(=O)c1cc(OCC(F)(F)F)ccc1OCC(F)(F)F	10%	-5%	10%	-3	13

entry	GLP1R cytotox	D3 ag	IL-2 act	GLP1R ag
17	4%	4	-5.2	-5%
18	-29%	-1	-0.2	-3%
19	-9%	-14	-5.3	-2%
20	?	-2	-0.9	5%
21	4%	-3	2.6	-2%
22	10%	5	-3.5	0%
23	-20%	0	-1.9	4%
24	-13%	3	0.4	-11%
